Screens as filed in PubChem.
AID2073 – inhibitors of Mint1-CaV2.2 protein interaction, biochemical, HTRF (AID 2073); HTRF protein-protein interaction, Mint1-CaV2.2; higher % means a stronger effect; inhibition, % at 20 µM, or IC50 in µM where a hit was titrated; 290,000 compounds, 0.19% hits; in the data active = inhibition mostly above about 51%, no sharp cut-off; inconclusive = no clear call, values can overlap the other calls; inactive = mostly below about 53%; also: some results filed as inactive read as strong as hits
KOR beta-arrestin-1 – kappa opioid receptor activators – cell-based, luminescence, uHTS, primary screen (AID 1777) | KOR beta-arrestin recruitment, luminescence; higher % means a stronger effect | activation, % at 10 µM, or EC50 in µM where a hit was titrated | 280,000 compounds, 0.02% hits; in the data active = activation above about 50%, passing the limit was not always enough; also: a part of the inactive calls stands beside numbers as strong as those of hits
KOR beta-arrestin-2 – KOR antagonists, beta-arrestin recruitment, cell-based, luminescence, uHTS (AID 1778); inhibition, % at 10 µM; hits with a dose series show IC50 in µM; KOR beta-arrestin recruitment, luminescence, antagonist mode; higher % means a stronger effect; 290,000 compounds, 0.091% hits; also: strong numbers were not always called active
GPR55 beta-arrestin – selective activators of receptor GPR55 – imaging, U2OS cells, beta-arrestin-GFP redistribution, primary screen (AID 1961). activation, % at 10 µM, or EC50 in µM where a hit was titrated. 290,000 compounds, 0.048% hits. U2OS GPR55 beta-arrestin-GFP redistribution imaging; higher % means a stronger effect;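 active = activation above 40% with more than 50 cells counted in the well; inconclusive = wells holding fewer than 50 cells, flagged as toxic or sparse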;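 also: U2OS osteosarcoma cells stably expressing GPR55 and beta-arrestin-GFP; plate controls were DMSO negative control for no effect and LPI positive control for full effect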
M1AAP inhibition – P. falciparum M1AAP inhibitors, biochemical, fluorogenic H-Leu-NHMec substrate, 1536-well (AID 1445); recombinant M1AAP, H-Leu-NHMec fluorogenic kinetic assay; higher % means a stronger effect; inhibition, % at 30 µM, or IC50 in µM where a hit was titrated; 220,000 compounds, 0.42% hits;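 active = primary inhibition above the hit cutoff, then over 50% inhibition at one or more dose response concentrations, cut at about 23% in these data, passing the limit was not always enough; inconclusive = conflicting primary data, or primary hits not chosen for dose response; inactive = low primary inhibition, or under 50% at every dose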;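 also: plate controls were DMSO full reaction for no effect and no enzyme background for full effect; strong numbers were not always called active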
P. falciparum M17LAP – P. falciparum M17LAP inhibitors, primary screen, biochemical, fluorogenic H-Leu-NHMec substrate, 1536-well (AID 1619) | recombinant M17LAP, H-Leu-NHMec fluorogenic kinetic assay; higher % means a stronger effect | inhibition, % at 30 µM; hits with a dose series show IC50 in µM | 220,000 compounds, 0.38% hits;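 active = compound inhibiting the enzyme by more than half at any dose during confirmatory dose-response retesting; inconclusive = strong single-dose inhibitors picked by rank but not retested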;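 also: plate controls were full reaction with DMSO carrier for no effect and no enzyme background for full effect; strong numbers were not always called active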
NOD2 inhibition – inhibition of NOD2-driven NF-kB reporter – cell-based, luminescence, uHTS, HEK293 (AID 1566); 290,000 compounds, 0.63% hits; inhibition, % at 4 µM; hits with a dose series show EC50 in µM; HEK293 NOD2/NF-kB luciferase reporter, luminescence; higher % means a stronger effect; also: many of its hits are not listed in these tables
Dynein cargo inh – dynein cargo transport inhibition; z-score, hits read low; 3617.4 mouse cells, GR-EGFP nuclear translocation imaging; test concentration mostly 20 µM; stimulated with dexamethasone, 1 µM; hits give low values; AID 1381; 220,000 compounds, 0.47% hits;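 active = plate z-score of nuclear minus cytoplasmic receptor signal below a set negative limit, without overly bright fluorescence or cell loss, cut at about -3.5 in these data, passing the limit was not always enough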;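 also: z-score of nuclear minus cytoplasmic ring GR-EGFP intensity difference per well; some compounds called inactive have numbers as strong as hits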
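Buffer or medium: tetracycline-free induction medium containing charcoal-stripped FBS / Reagent: dexamethasone agonist, 1.0 µM final, for 30 min / Technique: automated 10x imaging of fixed Hoechst-stained cells / Times: induction 48 h, compound 1 h, agonist 30 min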
NOD1 inhibition – NOD1 signaling inhibitors, primary screen, cell-based, luminescence, uHTS (AID 1578). one-dose inhibition, % at 4 µM; EC50 in µM for titrated hits. NOD1-driven NF-kB luciferase reporter cells, luminescence; higher % means a stronger effect. 290,000 compounds, 1% hits; in the data active = inhibition mostly above about 36%, no sharp cut-off; inactive = mostly below about 34%;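 also: HEK-293T reporter cells stimulated with the NOD1 agonist gamma-tri-DAP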
Dynein cargo inh cytoplasmic EGFP – second read-out of Dynein cargo inh, no call of its own (marks repeat the call); z-score; measured here: cytoplasmic GR-EGFP intensity; hits give high values
Dynein cargo inh nuclear GR-EGFP – second read-out of Dynein cargo inh, no call of its own (marks repeat the call); z-score; measured here: nuclear GR-EGFP intensity;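 lower value marks the stronger effect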
Dynein cargo inh cell count – second read-out of Dynein cargo inh, no call of its own (marks repeat the call); z-score; measured here: cell count per field
Active calls of the source: *; ? = inconclusive; nt = not tested or not shown; [ ] = another dose, or the depositor's remark. Rule as the data show it, unless noted: active = inhibition above about 50%; inactive = the rest. Only part of the results is shown (hit frequency here may not be typical).

structure	GPR55 beta-arrestin	AID2073	Dynein cargo inh	KOR beta-arrestin-1	NOD1 inhibition	Dynein cargo inh cell count	Dynein cargo inh cytoplasmic EGFP	Dynein cargo inh nuclear GR-EGFP	NOD2 inhibition	P. falciparum M17LAP	M1AAP inhibition	KOR beta-arrestin-2
O=C(NCc1ccccc1)C1CCN(S(=O)(=O)N2CCOCC2)CC1	-0.2%	3%	0.2	0.5%	-28%	-0.78	-0.27	0.27	-5%	3%	6%	-7%
CCOC(=O)COc1cc(Br)c(C2NC(=O)NC(C)=C2C(C)=O)cc1OCC (stereo not drawn)	-0.1%	-4%	-0.52	3.8%	-16%	0.62	-0.3	-0.12	-15%	14%	-9%	-5%
CC(C)=C1C(=O)NN(c2ccc(C)c(Cl)c2)C1=O	0.8%	16%	1.8	2.3%	-20%	-2	-0.14	1.1	-25%	23%	21%	13%
O=C1c2ccccc2C(=O)N1C1CCCCC1	0.5%	9%	nt	-0.1%	-50%	nt	nt	nt	-12%	nt	nt	3%
Cc1cc(C)n(-c2nc(-c3ccccc3)cs2)n1	0.3%	10%	0.88	-2.2%	-44%	-0.35	0.071	0.33	-9%	-3%	4%	9%
O=C(NCC1CCCO1)c1c(O)c2cccc3c2n(c1=O)CCC3 (stereo not drawn)	0.0%	11%	-0.68	1.6%	-39%	0.33	0.13	0.028	2%	6%	3%	-2%
CCCCCCn1cc(C(=O)O)c(=O)c2cc(F)c(N3CCCCC3)cc21	0.6%	20%	nt	1.7%	-14%	nt	nt	nt	-8%	nt	nt	-13%
COCCCNC(=S)N1CCC(NC(=O)c2ccco2)CC1	0.2%	?	-1.6	nt	-27%	0.034	-0.18	-1.1	4%	-3%	8%	15%[20 µM]
[O-][n+]1onc2c1CCC1N(O)C(c3ccccc3)CC21O (stereo not drawn)	0.2%	-1%	-0.12	3.6%	-14%	-0.15	-0.26	-0.26	-11%	7%	0%	43%
O=C1CNC(=S)N1Cc1ccc(F)cc1	-0.1%	10%	nt	4.1%	7%	nt	nt	nt	-8%	nt	nt	-30%
COc1cc(NC(=O)NC2Cc3ccccc3C2)cc(OC)c1	0.2%	0%	nt	-2.4%	-7%	nt	nt	nt	3%	nt	nt	13%
Brc1ccc(-c2nn3c(-c4ccccn4)nnc3s2)o1	-0.4%	4%	0.17	-3.2%	-16%	-0.017	-0.2	0.26	-11%	-3%	3%	17%
CSCCC(NC(=O)c1ccco1)C(=O)OCC(=O)Nc1sccc1C#N (stereo not drawn)	0.4%	4%	0.016	-6.8%	-13%	0.16	-0.2	0.12	-1%	6%	5%	0%
Cn1nc(-c2ccccc2)cc1NS(=O)(=O)c1ccc(C#N)cc1	-0.1%	-6%	-0.38	1.5%	-6%	0.65	-0.21	-0.13	4%	-7%	1%	5%
COc1cccc(C2C(C(=O)OCc3ccccc3)=C(C)Nc3ncnn32)c1OC (stereo not drawn)	-0.1%	14%	0.98	-8.2%	-10%	-0.36	-0.065	0.84	-3%	-6%	2%	22%
CCc1nc2ccccc2[nH]1	-0.1%	3%	-0.17	-2.9%	-15%	0.89	-0.26	-0.27	13%	1%	2%	15%
CCn1ncc(Br)c1C(=O)Nc1ccc(C(=O)OC(C)C)cc1	0.2%	1%	-0.58	-7.4%	8%	0.61	0.0089	-0.17	-22%	6%	6%	10%
CCCc1nnc(NC(=O)CN2C(=O)c3ccccc3C2=O)s1	-0.1%	-17%	-1	2.8%	10%	0.6	-0.14	-0.69	3%	3%	0%	12%
Cc1nn(-c2ccccc2)c2c1C(c1ccccc1)C(C#N)=C(N)O2 (stereo not drawn)	-0.3%	-1%	-1.5	-3.7%	-2%	0.75	-0.19	-0.5	8%	2%	-2%	-22%
O=C(Cc1n[nH]c(=O)[nH]c1=O)N/N=C/CCc1ccccc1	-0.3%	2%	-0.14	4.4%	-4%	0.15	-0.27	-0.039	-4%	-7%	5%	-29%
CC(Oc1ccccc1)C(=O)N1CCN=C1SCc1ccc(F)cc1 (stereo not drawn)	-0.1%	4%	-1.2	-4.5%	-12%	1.7	-0.08	-0.31	11%	-4%	5%	9%
Cc1onc(-c2c(F)cccc2Cl)c1C(=O)NC(=S)NC1CCSC1=O (stereo not drawn)	-0.4%	-6%	-0.38	4.9%	-30%	0.69	-0.3	-0.39	-5%	-12%	6%	nt
COC(=O)c1cc(S(=O)(=O)N2CCC(C(N)=O)CC2)oc1C	0.3%	1%	-0.89	6.0%	-4%	1.1	-0.2	-0.53	20%	-5%	1%	4%
CCCCn1cnc2c([nH]c3ccccc32)c1=O	-0.1%	0%	-0.04	2.8%	5%	0.67	-0.24	-0.17	6%	-1%	17%	-11%
O=C(c1cccs1)n1nc(-c2ccccc2)nc1NCc1ccco1	0.3%	3%	-5.6*	-3.0%	-37%	-3.9*	2*	-2.5*	12%	-10%	7%	37%
O=C(Cc1ccc(Br)cc1)Nc1ccccc1Cl	-0.8%	2%	0.085	9.3%	-39%	-0.87	-0.062	0.1	-1%	-4%	3%	-38%
COC(=O)c1cnc2ccccc2n1	0.2%	-3%	-0.33	0.1%	-27%	-0.23	-0.27	0.082	5%	-6%	-1%	-2%
COc1ccc(/C=C/C(=O)N2CCC(c3ccccc3)C2)cc1 (stereo not drawn)	-0.1%	-7%	0.62	8.2%	-49%	-0.72	-0.22	0.39	-38%	-3%	-6%	10%
Cc1ccc(S(=O)(=O)C(C#N)c2nc3ccccc3nc2N2CC(C)OC(C)C2)cc1C (stereo not drawn)	-0.2%	16%	-0.081	3.2%	19%	0.97	-0.18	0.24	15%	-20%	7%	15%
CC1(C)C(=O)C2(CCCC2)C(=O)OC1c1ccco1 (stereo not drawn)	-0.1%	-3%	0.45	-1.2%	-17%	-0.4	-0.21	0.19	-12%	4%	-2%	-50%
COCCN(C(=O)c1ccccc1)c1nc(-c2ccc(OC)cc2)cs1	-0.2%	0%	nt	-2.9%	33%	nt	nt	nt	16%	nt	nt	17%
COc1ccc(NC(=O)c2cc(-c3ccncc3)nc3ccc(Br)cc23)cc1OC	-0.1%	14%	nt	4.5%	4%	nt	nt	nt	9%	nt	nt	-22%
CC1(C)CC(NC(=O)C23CCC(C)(C2Br)C3(C)C)CC(C)(C)N1 (stereo not drawn)	0.2%	6%	0.029	0.2%	4%	1.2	-0.16	-0.16	11%	1%	2%	nt
O=C(Cc1cccc2ccccc12)NN1C(=O)/C(=C\c2cccnc2)SC1=S	0.4%	5%	0.046	-1.0%	2%	-0.39	-0.24	0.45	0%	-4%	0%	-1%
CCOc1ccc(CN2CCC(n3nccc3NC(=O)C3CC3)CC2)cc1CO	-0.1%	8%	nt	4.1%	29%	nt	nt	nt	28%	nt	nt	-12%
Cc1ccc(Oc2ncc(-c3ccc(Cl)cc3)cn2)cc1	-0.3%	5%	-0.4	-2.4%	28%	0.67	-0.18	-0.28	-2%	-4%	4%	9%
Cn1cccc1/C=N/NC(=O)c1sc2ccccc2c1Cl	-0.1%	2%	-0.66	-4.0%	6%	-0.061	-0.16	0.36	-41%	3%	4%	21%
CCOC(=O)c1cc2cc(-c3c(C(=O)OCC)oc4cc(O)cc(O)c4c3=O)ccc2o1	-0.1%	6%	2.2	11%	-27%	0.069	-0.25	1	-1%	-5%	0%	-3%
CC(=O)c1cn(Cc2ccccc2)c(=O)[nH]c1=O	0.8%	15%	-1	-2.9%	-33%	1.7	-0.3	-0.16	18%	-2%	9%	9%
CCn1ncc(S(=O)(=O)NCc2ccccc2Cl)c1C	-0.2%	15%	nt	0.1%	-18%	nt	nt	nt	5%	nt	nt	-5%
CN(C)c1ccc(/C=N/NS(=O)(=O)c2ccc(Br)cc2)cc1	0.2%	-8%	1.2	1.0%	-6%	-1.7	-0.11	0.66	11%	6%	12%	6%
Cc1ccc(S(=O)(=O)Nc2nc(C)c(C)s2)cc1	-0.2%	-6%	nt	-1.9%	0%	nt	nt	nt	5%	nt	nt	16%
Cc1ccc(C2C(C(=O)c3cc4ccccc4o3)=C(O)C(=O)N2c2cc(C)on2)cc1 (stereo not drawn)	-0.1%	40%	nt	1.9%	-24%	nt	nt	nt	11%	nt	nt	-4%
COc1ccc(NC(=O)c2c(OC)cccc2OC)c(OC)c1	-0.1%	-20%	0.16	2.8%	-26%	0.29	-0.17	0.52	5%	21%	3%	22%
O=C(Nc1nc2ccc(F)cc2s1)C1CCCO1 (stereo not drawn)	-0.1%	-5%	-0.86	6.4%	-34%	0.84	-0.24	-1	-132%	8%	5%	-11%
CCCCC(=O)Oc1cc(C)[nH]c(=O)c1[N+](=O)[O-]	0.1%	-10%	0.62	-0.9%	14%	0.13	-0.29	0.33	6%	12%	6%	-24%
CC1=C(C(=O)Nc2ccccc2)C(c2ccco2)C(C#N)=C(SCC(=O)OC(C)C)N1 (stereo not drawn)	-0.3%	5%	1.3	-2.8%	7%	-1.8	-0.066	0.76	21%	4%	11%	16%
Brc1ccc(CSc2nnc(Cc3c[nH]c4ccccc34)o2)cc1	-0.1%	8%	-0.43	2.9%	33%	1.4	-0.25	-0.66	13%	-5%	1%	-28%
Cc1nn(C(=O)C(C)N2C(=O)c3ccccc3C2=O)c(C)c1Br (stereo not drawn)	0.2%	-4%	-0.77	0.8%	3%	-0.058	-0.062	-0.16	3%	-1%	-2%	20%
O=C(Nc1c(F)cc(F)cc1Br)c1cc2nc(C(F)F)cc(C(F)F)n2n1	0.2%	4%	-0.065	3.4%	-25%	-0.25	0.057	-0.65	0%	1%	3%	32%
